Screening data as filed in PubChem BioAssay.
Bcl-xL primary – Bcl-xL (human) inhibition | Q07817 | GST-Bcl-xL / FITC-Bim BH3 peptide fluorescence polarization | inhibition, % at 10.9 µM | 320,000 tested, 0.7% active;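 active means inhibition above the mean of all tested compounds plus 3 SD, cutoff set per campaign, cut at about 30% in these data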;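 further: 0% = DMSO wells and 100% = unlabeled Bim-BH3 peptide competitor; inhibitors lower millipolarization by displacing the labeled peptide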
MEX-5 binding – C. elegans MEX-5 TCR-2 RNA binding activity | Q9XUB2 | MEX-5/FITC-TCR2 RNA binding, fluorescence polarization; active compounds read low | activity score (negative = inhibition of binding), % at 10 µM | 300,000 tested, 0.38% active | AID 1832;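 active means inhibition past about -25% in most replicates, and total fluorescence under double the plate's negative control median, limit read from the data; inconclusive means replicates evenly split on the limit, or fluorescence at least double controls; inactive means too little inhibition in most replicates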;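 further: 0% = DMSO and -100% = 5 µM competing unlabeled TCR2 RNA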
Target sequence (Q9XUB2 whole entry, looked up): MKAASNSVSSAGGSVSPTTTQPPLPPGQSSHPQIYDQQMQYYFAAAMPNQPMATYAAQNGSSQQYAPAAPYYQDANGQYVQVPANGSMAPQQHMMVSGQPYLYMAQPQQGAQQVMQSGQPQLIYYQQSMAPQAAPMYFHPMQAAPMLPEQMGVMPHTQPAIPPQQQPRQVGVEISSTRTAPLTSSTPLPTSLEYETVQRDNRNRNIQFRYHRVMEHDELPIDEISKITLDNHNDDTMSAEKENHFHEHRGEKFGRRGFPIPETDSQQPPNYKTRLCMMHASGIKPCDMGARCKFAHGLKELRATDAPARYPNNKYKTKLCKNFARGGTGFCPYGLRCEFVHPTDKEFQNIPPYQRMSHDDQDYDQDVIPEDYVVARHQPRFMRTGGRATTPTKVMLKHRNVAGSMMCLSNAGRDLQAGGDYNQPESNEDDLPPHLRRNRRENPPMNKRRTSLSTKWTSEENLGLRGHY
CIT2-GFP yeast – alters CIT2-GFP fluorescence in TOR pathway yeast screen. S. cerevisiae CIT2-GFP strain, flow cytometry, 3 h; 100 means same as DMSO wells. GFP response vs DMSO, % at 10 µM. 320,000 tested, 0.065% active. AID 2029;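 active means GFP response relative to DMSO above a set limit, near the screen mean plus 3 SD, cut at about 150% in these data; inconclusive means Fewer than 70 cells measured for a yeast strain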;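 further: ratio of well median GFP fluorescence to mean of DMSO wells on the plate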
VLA-4 inh – inhibition in a human VLA-4 binding assay; inhibition, % (about 7 µM as worked out from the volumes in the protocol); 330,000 tested, 0.2% active; P13612; VLA-4 expressing cells, ligand binding flow cytometry; in the data active means inhibition above about 50%
MCL1 BIM primary – disrupts human MCL1 binding to BIM-BH3 peptide; AID 2057; GST-MCL1 / FITC-Bim-BH3 fluorescence polarization; inhibition, % at 10.9 µM; 320,000 tested, 0.68% active;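 active means inhibition above the mean inhibition of all tested compounds plus 3 SD, set per campaign, cut at about 40% in these data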;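 further: 0% = DMSO wells and 100% = unlabeled Bim-BH3 peptide control; higher means more loss of mP so more displacement of Bim peptide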
CR mimetic SO – caloric restriction mimetics inhibiting age-related superoxide in yeast. AID 2690. S. cerevisiae aged cells, superoxide DHE fluorescence; active compounds read low. 330,000 tested, 0.18% active. superoxide response (% of plate mean), % at 10 µM;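 active means superoxide response under a set limit, about three screen SD below normal, cut at about 65% in these data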;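 further: yeast aged for seven days with compound at 30 °C before DHE staining; 100% = average MFI of all compound-treated wells on the plate with controls excluded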
GRK2 aptamer HTS – human GRK2 inhibition via aptamer displacement. AID 488847. inhibition of aptamer binding, % at 10 µM. bead flow cytometry, FAM-aptamer displacement from GRK2. P25098. 330,000 tested, 0.59% active;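 active means inhibition of aptamer binding above 40%, roughly 3 SD of noise, on plates passing a quality check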;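 further: median bead fluorescence of bound FAM aptamer so fluorescent compounds give negative values; no value below 0 was filed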
AGP1-GFP MLPCN – yeast TOR pathway AGP1-GFP modulation. S. cerevisiae AGP1-GFP multiplex flow cytometry, 3 h; GFP as percent of DMSO wells. GFP response vs DMSO, % at 10 µM. 320,000 tested, 0.02% active;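 active means GFP response relative to DMSO above a set limit, near screen average plus 3 SD, cut at about 150% in these data; inconclusive means fewer than 70 cells counted for the yeast strain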;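 further: median GFP channel fluorescence of the gated AGP1 strain per well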
GLD-1 TGE inh – GLD-1-TGE RNA interaction inhibition (C. elegans); AID 2280; 320,000 tested, 0.44% active; Q17339; inhibition, % at 5.96 µM; purified GLD-1 + fluorescein TGE RNA, fluorescence polarization;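 active means percent inhibition above a per-plate cutoff, the plate mean of test compounds plus 3 SD, cut at about 30% in these data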;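 further: 0% = DMSO wells with GLD-1 and probe and 100% = wells lacking GLD-1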
Target sequence (Q17339 whole entry, looked up): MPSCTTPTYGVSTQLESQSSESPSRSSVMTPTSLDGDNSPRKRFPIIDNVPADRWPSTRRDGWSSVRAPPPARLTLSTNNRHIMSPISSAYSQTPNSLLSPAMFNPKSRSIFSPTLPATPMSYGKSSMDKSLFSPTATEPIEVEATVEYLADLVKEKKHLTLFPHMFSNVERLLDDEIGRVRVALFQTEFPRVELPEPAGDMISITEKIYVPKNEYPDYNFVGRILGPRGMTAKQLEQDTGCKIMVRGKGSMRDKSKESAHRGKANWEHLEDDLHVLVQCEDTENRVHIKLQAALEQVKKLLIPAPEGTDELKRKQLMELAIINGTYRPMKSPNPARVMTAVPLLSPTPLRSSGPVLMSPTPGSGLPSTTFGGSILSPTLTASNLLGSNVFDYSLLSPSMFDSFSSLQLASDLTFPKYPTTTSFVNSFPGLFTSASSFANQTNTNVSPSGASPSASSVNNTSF
Starred values were filed as active, the others as inactive; ? = inconclusive; nt = no result given. Compounds as they come. About 2.1% of those tested had a hit in this group.

Structure	GRK2 aptamer HTS	GLD-1 TGE inh	MEX-5 binding	MCL1 BIM primary	AGP1-GFP MLPCN	CR mimetic SO	VLA-4 inh	CIT2-GFP yeast	Bcl-xL primary
CCCCc1ccc(N2C(=O)[C@@H]3C(CC(N)=O)NC4(C(=O)Nc5ccc(F)cc54)[C@@H]3C2=O)cc1 (some centres undefined)	0	0	0.7	-5	98	83	4	98	5
COc1ccc(C(=O)Nc2cccc(C(=O)N/N=C/c3ccc(OC)cc3OC)c2)cc1	1	2	-1.8	-6	105	102	-7	105	-5
Clc1ccccc1-c1nnc(-c2cccnc2)o1	0	5	2.9	10	97	104	1	109	2
O=C(Nc1cc(Cl)ccc1Cl)c1ccc(-c2ccccc2)cc1	4	3	-1.7	-7	96	93	-1	91	-2
O=C(CSc1cccs1)Nc1cccc2ccccc12	1	0	2.8	-2	107	102	11	93	0
CCOC(=O)c1ccc(N/C=C/C(=O)c2ccco2)cc1	4	1	0.2	4	88	119	1	90	0
O=C(CCC(=O)c1ccccc1)NCCOc1ccccc1	2	6	0.0	-2	102	98	1	93	4
CC1(C)CC(=O)C2=C(C1)N(CCN1CCOCC1)C1=C(C(=O)CC(C)(C)C1)C2c1cccc(F)c1	0	0	-2.8	6	89	94	20	95	0
Cc1ccc2c(C)c(C(=O)Nc3nnc(C)s3)oc2c1	2	5	-1.6	3	93	104	5	90	0
COc1ccc(C)cc1NC(=O)C1CCCN(S(=O)(=O)c2cccs2)C1 (centres undefined)	0	5	2.5	-2	91	100	-7	95	5
Cc1cc(NC(=O)CSc2nnc(-c3ccncc3)n2Cc2ccccc2)n(-c2ccccc2)n1	0	5	1.4	7	105	98	2	96	3
Cc1ccccc1NC(=O)C(C)OC(=O)CCC(=O)N(CC(C)C)c1c(N)n(CC(C)C)c(=O)[nH]c1=O (centres undefined)	0	9	-2.7	1	106	100	30	106	-5
COc1cccc(NC(=O)CN(C)C(=O)c2cc3ccccc3cc2OC)c1	0	7	nt	-2	100	98	-23	103	1
NNC(=O)c1nn(-c2ccc(Cl)cc2)cc1O	2	-3	3.5	8	99	93	-3	99	-1
COc1ccc(NC(=O)Cn2c(C(C)C)nc(C)cc2=O)cc1Cl	1	-2	-1.1	-7	86	100	-1	89	-15
CN1CCN(/C=N/C2=C(C#N)C(c3ccccc3)C3=C(CC(C)(C)CC3=O)O2)CC1 (centres undefined)	0	-4	2.3	3	106	94	0	111	7
COc1ccccc1-n1c(CNC(=O)c2ccc(S(=O)(=O)N3CCOCC3)cc2)n[nH]c1=S	0	2	1.1	-8	73	104	18	66	-3
CC(=O)Oc1ccc2c(=O)c(Oc3ccccc3)c(C)oc2c1OC(C)=O	5	5	-0.9	22	97	111	20	104	10
CCc1ccc(OCC(=O)N(CC)CC)cc1	0	5	0.0	-3	101	100	-6	nt	-2
COc1ccc(C(=O)OCC(=O)NC2CC2)cc1OC	2	5	nt	0	97	96	9	93	-1
COc1ccc(C(CNC(=O)CSc2ccccc2F)N2CCOCC2)cc1 (centres undefined)	0	6	0.2	3	104	103	-3	96	4
O=C(CCCSc1nc2sc3c(c2c(=O)[nH]1)CCC3)NCCO	2	1	0.1	2	95	107	13	93	3
CCC(C)(C)NC(=O)C1CCC(CNS(=O)(=O)c2cccc3nsnc23)CC1 (centres undefined)	0	5	-1.9	-3	110	97	-3	117	1
Cc1cc(Br)cc2c(C(=O)Nc3c(C)n(C)n(-c4ccccc4)c3=O)cc(-c3cccs3)nc12	0	5	-5.4	3	100	91	-5	98	5
O=C(C(=O)N1CCCc2ccccc21)N1CCCc2ccccc21	0	-1	-1.2	4	101	110	3	105	3
O=C(CN1C(=O)NC2(CCCCCCC2)C1=O)N1CCc2ccccc2C1	1	2	1.2	-4	98	85	-9	96	3
CC(=O)NNc1cc(=O)c2c(=O)n(C)c(=O)n(C)c2[nH]1	0	-4	2.1	-7	97	86	0	105	-2
COc1ccccc1N(Cc1cc(=O)[nH]c2ccccc12)C(=O)c1cccc([N+](=O)[O-])c1	2	0	-0.6	-11	101	120	nt	100	-6
Cc1ncc(CO)c(/C=N/NC(=S)Nc2ccc(C(C)C)cc2)c1O	1	6	0.9	17	106	89	-8	98	6
O=C(N/C=C\n1cnc2cc(C(F)(F)F)ccc21)c1ccc([N+](=O)[O-])cc1	0	1	2.1	2	95	100	0	103	5
CNC(=S)NCCc1c[nH]c2ccc(OC)cc12	0	11	1.2	1	103	94	1	102	6
O=C(CN1CCN(Cc2ccc(Cl)cc2)CC1)N/N=C/c1ccccc1F	4	4	3.0	-3	104	89	-8	103	7
COc1cc(C(=O)NCCC(=O)NCCc2ccc(Cl)cc2)cc(OC)c1OC	0	7	-2.1	-3	94	95	3	86	1
CC1CCN(C(=O)c2scc3c2OCCO3)CC1	0	4	0.9	4	100	109	3	96	5
Cc1nc(S/C(C(=O)O)=C2/C(=O)Nc3ccccc32)n[nH]1	2	1	-1.8	7	104	86	13	103	7
Cc1ccn2cc(CSc3ccccc3)nc2c1	2	-2	1.0	6	105	96	3	103	3
COCCNC(=O)c1cn(CCOC)c(=O)c2c1c1ccccc1n2C	9	7	-1.7	-2	100	106	-4	95	1
COc1cc(NS(=O)(=O)c2ccc(NC(C)=O)cc2)cc(OC)c1	0	-1	-0.8	0	112	83	-13	103	-3
Cc1cccc(/C=C2/Sc3ccc(C(=O)N4CCOCC4)cc3NC2=O)c1	3	0	-4.1	-13	98	126	2	94	-1
COc1ccccc1NC(=O)CSc1nnnn1-c1ccccc1OC	0	2	1.4	-3	99	106	16	100	3
NS(=O)(=O)c1cccc(NC(=O)COC(=O)/C(=C/c2cccs2)c2cccs2)c1	2	0	-1.6	3	97	105	4	100	6
S=C1NC(c2ccccc2)=NCN1c1ccc(Cl)cc1	2	2	0.2	9	93	104	15	nt	8
COc1ccc(/C=C2\SC(=S)N(CC(=O)NNC(=O)c3ccncc3)C2=O)cc1	0	1	-7.4	4	105	90	8	102	7
CC(=O)NCCC(=O)Nc1cc(S(=O)(=O)N2CCOCC2)ccc1Oc1ccc(F)cc1	0	4	-2.1	-15	122	100	6	99	-9
Cc1ccnc(SCC(=O)N2CCc3ccccc3C2)n1	0	3	3.4	2	99	76	-12	85	1
CCn1c(=O)n(CC(=O)NCc2ccccc2OC)c(=O)c2ccccc21	2	-1	2.8	-2	nt	110	-2	108	5
COc1cc(CNc2ccc(NC(C)=O)cc2)ccc1OCc1ccccc1C	0	0	1.5	11	94	105	-3	97	3
CCN1CCc2c(sc(NC(=O)Cc3ccccc3)c2C(N)=O)C1	0	2	0.8	7	106	112	-6	98	7
O=C(NC(=Nc1nc2ccccc2o1)NC(=O)c1ccccc1)c1ccccc1	0	5	-1.0	-5	94	88	4	100	-3
COc1ccccc1NC(=O)C1CCCN(S(=O)(=O)c2c(C)noc2C)C1 (centres undefined)	0	5	1.8	-1	101	107	-9	104	9
COc1cccc(N(C(=O)C2COc3ccccc3O2)C(C(=O)NC2CCCCC2)c2ccc(O)cc2)c1 (centres undefined)	0	5	1.3	2	nt	85	-20	nt	0
CCc1ccc2nc(NC(=O)CSCc3c(C)noc3C)sc2c1	0	-1	0.1	1	102	99	28	101	2
O=C(Nc1cccn(Cc2cccc(F)c2)c1=O)NC1CCCCC1	2	4	0.0	3	97	101	6	95	6
C/C(=N\Nc1ccc([N+](=O)[O-])cc1)c1ccco1	0	-8	-5.0	-113	98	85	-11	99	-44
CN1CCN(NC(=O)c2cc(-c3ccc(Br)s3)nc3ccccc23)CC1	1	-1	1.2	-2	100	90	10	96	3
CC(=O)NNS(=O)(=O)c1ccc(-c2cc(C(F)(F)F)n(C)n2)s1	2	4	2.7	2	105	97	-7	92	6
Nc1ccc(-c2nc3cc(N)ccc3s2)cc1	12	6	nt	12	95	96	8	103	17
CCCn1nc(NC(=O)c2cccs2)c2cc3ccc(C)cc3nc21	2	2	1.1	1	102	98	12	94	7
COc1cccc(/C=C2\SC(=O)N(CC(=O)NCCCn3ccnc3)C2=O)c1	13	10	-2.1	-6	98	89	4	94	-4
Cc1sc2ncnc(SCC(=O)Nc3ccc(S(=O)(=O)N4CCOCC4)cc3)c2c1C	30	-1	nt	nt	104	92	1	106	nt

Next part
Structure	GRK2 aptamer HTS	GLD-1 TGE inh	MEX-5 binding	MCL1 BIM primary	AGP1-GFP MLPCN	CR mimetic SO	VLA-4 inh	CIT2-GFP yeast	Bcl-xL primary
COc1ccc(C(=O)NCc2nnc(SC)n2C2CCCCC2)cc1	0	1	0.4	4	105	96	24	101	2
O=C(c1ccc2c(c1)OCO2)N1CCC2(CC1)Oc1ccc(Cl)cc1C(=O)C21CC(c2cccnc2)=NO1 (centres undefined)	0	-6	-2.1	3	104	97	29	107	1
O=C1/C(=N/n2cnnc2)c2ccccc2N1Cc1ccccc1	5	-1	-0.1	7	96	110	2	96	4
COc1ccc(-c2nn(-c3ccccc3)cc2/C=N/NC(=S)NC(C)C)cc1OC	1	7	0.3	2	102	91	-18	100	4
COC(=O)c1ccc(OC(=O)C23CCC(C)(C(=O)O2)C3(C)C)cc1 (centres undefined)	0	-5	-2.7	6	100	117	5	97	1
CCN(C(=O)COC(=O)c1cc(-c2cccs2)nc2ccccc12)C1CCS(=O)(=O)C1 (centres undefined)	0	6	1.8	5	103	119	5	98	1
COc1ccc(NC(=O)C(C)NS(=O)(=O)c2ccc(NC(C)=O)cc2)cc1Cl (centres undefined)	0	3	-2.3	-6	101	97	0	99	-1
Fc1ccc(N/N=C/c2cccnc2)c(F)c1	0	5	1.0	6	90	104	2	97	11
O=C(N/N=C/c1ccc(OC(=O)c2ccccc2)cc1)c1cccnc1	1	-3	1.5	-2	99	99	0	96	3
CN(c1ccccc1)S(=O)(=O)c1ccc(C(=O)Nc2nnc(C3CC3)o2)cc1	0	1	-2.1	0	99	95	16	104	-1
COc1ccccc1NC(=O)CSc1c2c(nc3ccccc13)CCC2	0	2	0.7	1	106	89	-57	101	3
CCC1=NC(c2ccccc2OC)N(O)C1(C)C (centres undefined)	0	0	1.5	1	101	104	1	93	-1
O=C(O)CCNc1cc(N2CCN(C(=O)c3ccco3)CC2)c2noc3c2c1C(=O)c1ccccc1-3	83*	37*	?	93*	108	108	-9	103	78*
COCc1cc(C)nc2sc(C(=O)N3CCCC3)c(N)c12	0	1	0.8	3	104	92	11	106	3
O=C(COC(=O)c1cc(S(=O)(=O)N2CCCC2)ccc1O)Nc1ccc(S(=O)(=O)N2CCOCC2)cc1	0	1	2.0	9	99	93	-11	106	2
COc1ccccc1CNC(=O)CNC(=O)c1cn(-c2ccccc2OC)c(=O)c2ccccc12	0	0	0.1	-2	98	110	5	91	5
O=C(Cc1ccc2c(c1)CCCC2)Nc1ccccc1Br	1	-3	0.6	13	97	91	4	98	9
CCCc1nc(SCC(=O)c2ccc(OC)cc2)c2ccccc2n1	1	2	1.5	5	97	99	-5	95	1
